Bioassay records: PubChem, several laboratories
Exocytosis inh: blocks lytic granule exocytosis | TALL-104 LAMP-1 surface exposure, flow cytometry; cells stimulated with thapsigargin and PMA | inhibition, % at 10 µM | 360,000 tested, 0.66% active | AID 651702;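 active means inhibition above about 55%, limit read from the data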
NOD2 RIPK2 PPI: inhibitors of human NOD2-RIPK2 interaction. O43353. CHO BLA complementation NOD2-RIPK2, CCF4 ratio. inhibition, % at 4.98 µM. 360,000 tested, 0.38% active; in the data active means inhibition above about 21%;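 further: 0% = vehicle only and 100% = reference blocker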
COUP-TFII inh: NR2F2 (human) inhibition, primary screen; HEK293T NGFI-A luciferase reporter, luminescence; inhibition, % at 8.6 µM; 370,000 tested, 0.7% active;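 active means inhibition above a per-plate cutoff, mean inhibition of test wells between control levels plus 3 SD, cut at about 38% in these data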;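 further: cells cotransfected with COUP-TFII expression vector driving the NGFI-A reporter; 0% = median of COUP-TF2 test wells and 100% = reporter-only cells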
ABHD5 PLIN5 PPI: inhibitors of human ABHD5-perilipin-5 interaction; Q00G26+Q8WTS1; Split G. princeps luciferase complementation, luminescence, 4 h; inhibition, % at 4 µM; 360,000 tested, 0.78% active;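 active means inhibition above the mean inhibition across every tested compound plus 3 SD, cut at about 22% in these data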;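 further: 0% = DMSO only wells and the 100% control is not disclosed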
NCOA2 inhibitor: human SRC2 (NCOA2) inhibition; Q15596; inhibition, % at 9 µM; 370,000 tested, 0.17% active; AID 651957; HEK293 GAL4-SRC2 luciferase reporter, luminescence;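 active means inhibition above the mean inhibition of all tested compounds plus 3 SD, set per campaign, cut at about 52% in these data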;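 further: 0% = DMSO treated cells and 100% = cells given Gossypol at 36 µM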
NCOA3 inh: human NCOA3 inhibition; AID 588352; 360,000 tested, 0.17% active; inhibition, % at 3.6 µM; HEK293 GAL4-SRC3 luciferase reporter, luminescence;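 active means inhibition above a per-campaign cutoff, the mean of all compounds plus 3 SD, cut at about 60% in these data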;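 further: 0% = DMSO-treated cells and 100% = gossypol-treated cells at 36 µM; higher means less SRC3-driven luciferase light from the GAL4 reporter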
TWEAK-Fn14 inh: blocks TWEAK-Fn14 interaction in a reporter cell assay. 360,000 tested, 2% active. AID 1159606. TWEAK-stimulated Fn14 reporter cells, luciferase luminescence, 8 h. inhibition, % at 10 µM; in the data active means inhibition above about 50%
LRH-1 inv ag: inverse agonists of human LRH-1 (NR5A2) | inhibition, % at 3.6 µM | 360,000 tested, 0.13% active | HEK293T StAR-luciferase reporter, LRH-1 transfected, 24 h | O00482 | AID 602396;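 active means inhibition above the mean inhibition of all tested compounds plus 3 SD, cut at about 73% in these data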;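 further: 0% = DMSO wells and 100% = reporter-only cells lacking LRH-1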
TLR9-MyD88 inh: inhibitors of human TLR9-MyD88 binding; Q9NR96+Q99836; CHO BLA complementation TLR9-MyD88, CCF4 FRET ratio; inhibition, % at 4.98 µM; 340,000 tested, 0.21% active;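 active means inhibition above the mean over all tested compounds plus 3 SD, cut at about 21% in these data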;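 further: 0% = DMSO only wells and 100% = clavulanate BLA inhibitor control wells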
NCOA1 inh: human NCOA1 inhibition; inhibition, % at 3.6 µM; 360,000 tested, 0.12% active; HEK293 GAL4-SRC1 luciferase reporter, luminescence;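 active means inhibition above the campaign mean plus 3 SD, with each screening campaign given its own cutoff, cut at about 60% in these data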;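 further: 0% = DMSO treated cells and 100% = gossypol at 36 µM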
Target sequence (Q15788 whole entry, looked up, the tested form may be a part): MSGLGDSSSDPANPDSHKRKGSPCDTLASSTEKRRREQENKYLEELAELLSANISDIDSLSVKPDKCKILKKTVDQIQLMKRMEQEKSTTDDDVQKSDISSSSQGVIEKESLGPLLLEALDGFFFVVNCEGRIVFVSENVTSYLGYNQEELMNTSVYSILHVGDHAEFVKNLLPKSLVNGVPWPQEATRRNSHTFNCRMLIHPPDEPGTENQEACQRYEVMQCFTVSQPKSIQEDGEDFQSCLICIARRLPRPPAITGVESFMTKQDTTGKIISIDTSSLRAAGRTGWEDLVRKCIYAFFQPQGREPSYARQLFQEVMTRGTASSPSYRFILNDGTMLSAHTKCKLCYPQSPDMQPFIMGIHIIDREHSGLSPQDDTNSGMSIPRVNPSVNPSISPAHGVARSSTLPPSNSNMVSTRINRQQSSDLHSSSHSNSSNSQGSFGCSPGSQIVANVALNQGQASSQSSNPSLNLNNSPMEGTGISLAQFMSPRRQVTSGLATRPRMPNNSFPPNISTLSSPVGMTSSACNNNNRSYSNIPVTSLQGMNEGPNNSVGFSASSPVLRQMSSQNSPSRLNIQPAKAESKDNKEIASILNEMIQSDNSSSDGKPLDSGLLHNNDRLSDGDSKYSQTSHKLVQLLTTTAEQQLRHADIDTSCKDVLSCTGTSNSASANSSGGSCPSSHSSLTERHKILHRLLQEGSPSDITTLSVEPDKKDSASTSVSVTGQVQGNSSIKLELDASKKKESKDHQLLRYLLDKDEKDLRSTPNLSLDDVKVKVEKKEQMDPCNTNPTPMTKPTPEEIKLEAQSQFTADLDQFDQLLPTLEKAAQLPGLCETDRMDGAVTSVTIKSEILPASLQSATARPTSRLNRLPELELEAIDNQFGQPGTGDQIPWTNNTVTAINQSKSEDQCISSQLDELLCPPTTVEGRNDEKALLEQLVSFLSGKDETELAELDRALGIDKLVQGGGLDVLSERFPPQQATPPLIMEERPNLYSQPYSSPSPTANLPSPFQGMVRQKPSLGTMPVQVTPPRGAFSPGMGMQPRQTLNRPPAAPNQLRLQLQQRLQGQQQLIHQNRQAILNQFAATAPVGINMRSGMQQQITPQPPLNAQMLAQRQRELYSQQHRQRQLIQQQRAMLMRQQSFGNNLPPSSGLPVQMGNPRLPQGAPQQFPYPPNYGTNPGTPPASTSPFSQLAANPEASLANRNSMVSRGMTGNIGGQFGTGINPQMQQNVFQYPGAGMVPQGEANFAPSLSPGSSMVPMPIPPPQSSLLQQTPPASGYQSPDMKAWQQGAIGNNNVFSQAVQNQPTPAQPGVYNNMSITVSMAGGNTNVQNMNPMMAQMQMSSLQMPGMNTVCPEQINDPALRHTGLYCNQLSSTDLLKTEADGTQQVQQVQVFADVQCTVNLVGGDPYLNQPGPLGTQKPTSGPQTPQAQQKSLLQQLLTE
TROY NFkB inh: blocks TROY-dependent signaling in reporter cells; 360,000 tested, 0.98% active; inhibition, % at 10 µM; Q293 LMP1-TROYcd NF-kB luciferase reporter, 4 h;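 active means compounds whose plate-normalised and pattern-corrected inhibition of the luciferase reporter signal at the single screening dose is 50% or more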
Numbers without * were called inactive. Only part of the results is shown; rates above refer to the full screens.

`O=C(CN1CCCCCC1)NCC1CCCO1` (stereo unspecified) gave Exocytosis inh -1, NOD2 RIPK2 PPI 3, COUP-TFII inh 17, ABHD5 PLIN5 PPI -5, NCOA2 inhibitor -23, NCOA3 inh 15, TWEAK-Fn14 inh -8, LRH-1 inv ag 2, TLR9-MyD88 inh 17, NCOA1 inh 7 and TROY NFkB inh -10.
For CC1CCC(C(=O)NNC(=O)c2cc(-c3ccco3)[nH]n2)CC1 (stereo unspecified) the results were Exocytosis inh 0, NOD2 RIPK2 PPI -3, COUP-TFII inh 3, ABHD5 PLIN5 PPI 27*, NCOA2 inhibitor -30, NCOA3 inh 7, TWEAK-Fn14 inh 0, LRH-1 inv ag 5, TLR9-MyD88 inh -4, NCOA1 inh 9 and TROY NFkB inh 12.
Screening Cc1ccc(-c2nn3c(C)nnc3s2)cc1NC(=O)c1ccc(-c2ccc(Cl)cc2Cl)o1 returned Exocytosis inh 3, NOD2 RIPK2 PPI 2, COUP-TFII inh 23, ABHD5 PLIN5 PPI 10, NCOA2 inhibitor -9, NCOA3 inh -5, TWEAK-Fn14 inh -34, LRH-1 inv ag -6, TLR9-MyD88 inh 3, NCOA1 inh 9 and TROY NFkB inh 26.
For O=C(NC12CC3CC(CC(C3)C1)C2)c1cncc(Br)c1 the results were Exocytosis inh -3, NOD2 RIPK2 PPI 5, COUP-TFII inh 13, ABHD5 PLIN5 PPI 8, NCOA2 inhibitor 1, NCOA3 inh 28, TWEAK-Fn14 inh 29, LRH-1 inv ag -4, TLR9-MyD88 inh 6, NCOA1 inh 12 and TROY NFkB inh 0.
Screening NC(N)=NCCC[C@H](NC(=O)OCc1ccccc1)C(=O)O returned Exocytosis inh 4, NOD2 RIPK2 PPI -2, COUP-TFII inh -9, ABHD5 PLIN5 PPI 3, NCOA2 inhibitor -12, NCOA3 inh 3, TWEAK-Fn14 inh -3, LRH-1 inv ag -3, TLR9-MyD88 inh -10, NCOA1 inh -16 and TROY NFkB inh -11.
For CCOC(=O)c1cc(-c2ccccc2)nn1CC1CC(c2ccc(OC)cc2)=NO1 (stereo unspecified) the results were Exocytosis inh -3, NOD2 RIPK2 PPI 0, COUP-TFII inh 18, ABHD5 PLIN5 PPI -13, NCOA2 inhibitor -4, NCOA3 inh -5, TWEAK-Fn14 inh -23, LRH-1 inv ag -33, TLR9-MyD88 inh 9, NCOA1 inh -2 and TROY NFkB inh -5.
`CCCc1cc(=O)[nH]c(SCC(=O)c2cc(C)n(CC3CCCO3)c2C)n1` (stereo unspecified) gave Exocytosis inh 0, NOD2 RIPK2 PPI -1, COUP-TFII inh -5, ABHD5 PLIN5 PPI -8, NCOA2 inhibitor 11, NCOA3 inh -1, TWEAK-Fn14 inh 3, LRH-1 inv ag -9, TLR9-MyD88 inh -3, NCOA1 inh -2 and TROY NFkB inh -3.
For Cc1ccc(C)c2[nH]c(=O)c(CN(CC3CCCO3)S(=O)(=O)c3ccc4c(c3)OCCO4)cc12 (stereo unspecified) the results were Exocytosis inh -3, NOD2 RIPK2 PPI -8, COUP-TFII inh -17, ABHD5 PLIN5 PPI 8, NCOA2 inhibitor -14, NCOA3 inh -5, TWEAK-Fn14 inh -4, LRH-1 inv ag -18, TLR9-MyD88 inh -6, NCOA1 inh -41 and TROY NFkB inh -2.
Screening Cc1ccc2c(c1)c1c(n2C)-c2[nH]ncc2CC1 returned Exocytosis inh 3, NOD2 RIPK2 PPI -1, COUP-TFII inh -41, ABHD5 PLIN5 PPI 15, NCOA2 inhibitor -52, NCOA3 inh -19, TWEAK-Fn14 inh -49, LRH-1 inv ag -22, TLR9-MyD88 inh -10, NCOA1 inh -8 and TROY NFkB inh -41.
For CCCN1CCN(CCCNC(=O)Cn2ncc3c4ccccc4n(C)c3c2=O)CC1 the results were Exocytosis inh -2, NOD2 RIPK2 PPI -23, COUP-TFII inh -5, ABHD5 PLIN5 PPI -2, NCOA2 inhibitor -32, NCOA3 inh -15, TWEAK-Fn14 inh -19, LRH-1 inv ag -17, TLR9-MyD88 inh 6, NCOA1 inh -2 and TROY NFkB inh -5.
For COCCn1c(C)cc(C(=O)COc2cccnc2[N+](=O)[O-])c1C the results were Exocytosis inh 2, NOD2 RIPK2 PPI 3, COUP-TFII inh 5, ABHD5 PLIN5 PPI -1, NCOA2 inhibitor 32, NCOA3 inh 21, TWEAK-Fn14 inh -7, LRH-1 inv ag 1, TLR9-MyD88 inh 6, NCOA1 inh 10 and TROY NFkB inh -5.
Screening CCc1nnc(NC(=O)CCN2C(=O)c3ccccc3C2=O)s1 returned Exocytosis inh 1, NOD2 RIPK2 PPI -6, COUP-TFII inh -17, ABHD5 PLIN5 PPI -2, NCOA2 inhibitor -12, NCOA3 inh 13, TWEAK-Fn14 inh -12, LRH-1 inv ag -3, TLR9-MyD88 inh -5, NCOA1 inh -10 and TROY NFkB inh 10.
Screening COc1cc2c(cc1OC)CN(C(=O)CCN1C(=O)C3CCCCC3C1=O)CC2 (stereo unspecified) returned Exocytosis inh 5, NOD2 RIPK2 PPI -1, COUP-TFII inh -4, ABHD5 PLIN5 PPI 3, NCOA2 inhibitor -23, NCOA3 inh 10, TWEAK-Fn14 inh 0, LRH-1 inv ag -2, TLR9-MyD88 inh 13, NCOA1 inh -18 and TROY NFkB inh 5.
O=C(CCCCCCCC(=O)NCC1CCCO1)NCC1CCCO1 (stereo unspecified) was read as Exocytosis inh -3, NOD2 RIPK2 PPI 2, COUP-TFII inh -3, ABHD5 PLIN5 PPI 0, NCOA2 inhibitor -10, NCOA3 inh 9, TWEAK-Fn14 inh -7, LRH-1 inv ag 7, TLR9-MyD88 inh 3, NCOA1 inh 4 and TROY NFkB inh 15.
`COc1ccccc1OCc1ccc(C(=O)Nc2ccccc2F)cc1` gave Exocytosis inh -2, NOD2 RIPK2 PPI 2, COUP-TFII inh -1, ABHD5 PLIN5 PPI -4, NCOA2 inhibitor -28, NCOA3 inh -32, TWEAK-Fn14 inh -23, LRH-1 inv ag -87, TLR9-MyD88 inh -4, NCOA1 inh -69 and TROY NFkB inh -26.
Screening CC1(C)Cc2c(c(N3CCOCC3)nc3sc4c(NCc5ccccc5)nnnc4c23)CS1 returned Exocytosis inh 0, NOD2 RIPK2 PPI -3, COUP-TFII inh 2, ABHD5 PLIN5 PPI -3, NCOA2 inhibitor 2, NCOA3 inh -8, TWEAK-Fn14 inh 15, LRH-1 inv ag 27, TLR9-MyD88 inh 2, NCOA1 inh -13 and TROY NFkB inh -3.
Screening O=C1c2ccccc2C(=O)N1S(=O)(=O)c1ccccc1 returned Exocytosis inh -4, NOD2 RIPK2 PPI 1, COUP-TFII inh 12, ABHD5 PLIN5 PPI -4, NCOA2 inhibitor -18, NCOA3 inh 4, TWEAK-Fn14 inh 2, LRH-1 inv ag -13, TLR9-MyD88 inh -2, NCOA1 inh -2 and TROY NFkB inh 1.
Screening Cc1c(Nc2ccc(C=O)cc2)c(=O)n(-c2ccccc2)n1C returned Exocytosis inh -1, NOD2 RIPK2 PPI -3, COUP-TFII inh -14, ABHD5 PLIN5 PPI 4, NCOA2 inhibitor 5, NCOA3 inh 2, TWEAK-Fn14 inh -1, LRH-1 inv ag 0, TLR9-MyD88 inh 2, NCOA1 inh 0 and TROY NFkB inh -2.
For CCOc1ccc(C(NC(=O)c2ccco2)c2ccc(OC)c(OC)c2)cc1 (stereo unspecified) the results were Exocytosis inh 2, NOD2 RIPK2 PPI 1, COUP-TFII inh 24, ABHD5 PLIN5 PPI -3, NCOA2 inhibitor -2, NCOA3 inh -9, TWEAK-Fn14 inh 6, LRH-1 inv ag 18, TLR9-MyD88 inh -5, NCOA1 inh 13 and TROY NFkB inh 2.
`O=C(c1ccc([N+](=O)[O-])cc1[N+](=O)[O-])N1CCc2ccccc21` gave Exocytosis inh -1, NOD2 RIPK2 PPI 5, COUP-TFII inh 11, ABHD5 PLIN5 PPI -1, NCOA2 inhibitor -20, NCOA3 inh 8, TWEAK-Fn14 inh 12, LRH-1 inv ag -6, TLR9-MyD88 inh 6, NCOA1 inh 13 and TROY NFkB inh -6.
Screening Cc1ccc(S(=O)(=O)N(C)c2ccc3c(ncn3C)c2[N+](=O)[O-])cc1 returned Exocytosis inh 0, NOD2 RIPK2 PPI 10, COUP-TFII inh -15, ABHD5 PLIN5 PPI 8, NCOA2 inhibitor 20, NCOA3 inh 3, TWEAK-Fn14 inh -3, LRH-1 inv ag 10, TLR9-MyD88 inh -9, NCOA1 inh 5 and TROY NFkB inh 9.
Screening CCN(CC)C(=O)C1CCCN(c2ccc([N+](=O)[O-])cc2/C=N/NC(=O)c2ccccc2)C1 (stereo unspecified) returned Exocytosis inh -8, NOD2 RIPK2 PPI -6, COUP-TFII inh -3, ABHD5 PLIN5 PPI 0, NCOA2 inhibitor -3, NCOA3 inh 0, TWEAK-Fn14 inh -2, LRH-1 inv ag -18, TLR9-MyD88 inh -15, NCOA1 inh -25 and TROY NFkB inh -31.
For COC(=O)c1cc(=O)nc(NN=Cc2ccc(C)cc2)s1 the results were Exocytosis inh 16, NOD2 RIPK2 PPI -20, COUP-TFII inh -55, ABHD5 PLIN5 PPI 0, NCOA2 inhibitor -30, NCOA3 inh 0, TWEAK-Fn14 inh -8, LRH-1 inv ag 5, NCOA1 inh -15 and TROY NFkB inh -3.
Screening CC(C)[C@H](NC(=O)c1ccccc1)C(=O)OCC(=O)NCCc1ccc(F)cc1 returned Exocytosis inh -2, NOD2 RIPK2 PPI 5, COUP-TFII inh 3, ABHD5 PLIN5 PPI -2, NCOA2 inhibitor 1, NCOA3 inh 18, TWEAK-Fn14 inh -3, LRH-1 inv ag 19, TLR9-MyD88 inh -7, NCOA1 inh 9 and TROY NFkB inh 5.
`CCCCCCCCCC[N+](C)(C)CC/C=C1/c2ccccc2Sc2ccc(Cl)cc21` gave Exocytosis inh -6, NOD2 RIPK2 PPI 5, ABHD5 PLIN5 PPI 6, NCOA3 inh 9, TWEAK-Fn14 inh 5, LRH-1 inv ag -4, TLR9-MyD88 inh -3, NCOA1 inh -36 and TROY NFkB inh -41.
COC(=O)CCC(=O)OC1(C)C(=O)C=C2C=C(C3CC3)N(c3ccccc3)C=C2C1=O (stereo unspecified) was read as Exocytosis inh 12, NOD2 RIPK2 PPI -7, COUP-TFII inh -6, ABHD5 PLIN5 PPI -9, NCOA2 inhibitor -1, NCOA3 inh -3, TWEAK-Fn14 inh 11, LRH-1 inv ag -24, TLR9-MyD88 inh 9, NCOA1 inh -6 and TROY NFkB inh 7.
For Cc1ccc(S(=O)(=O)NCc2cccnc2)cc1C the results were Exocytosis inh -6, NOD2 RIPK2 PPI -9, COUP-TFII inh -11, ABHD5 PLIN5 PPI -2, NCOA2 inhibitor -13, NCOA3 inh 5, TWEAK-Fn14 inh 16, LRH-1 inv ag 3, TLR9-MyD88 inh 4, NCOA1 inh -3 and TROY NFkB inh -6.
Screening Cc1cccnc1NC(=O)c1ccc(Cl)c(S(=O)(=O)N2CCCCC2)c1 returned Exocytosis inh 1, NOD2 RIPK2 PPI -7, COUP-TFII inh -19, ABHD5 PLIN5 PPI -7, NCOA2 inhibitor -15, NCOA3 inh -2, TWEAK-Fn14 inh -2, LRH-1 inv ag 3, TLR9-MyD88 inh -15, NCOA1 inh -10 and TROY NFkB inh 10.
